# PrPC surface inh: reduces human prion protein on the cell surface; P04156; cell surface PrPC, TR-FRET read-out; inhibition, % at 13.8 µM; 370,000 compounds, 0.43% hits; AID 720596; in the data active means inhibition above about 24%; further: 0% = median of the test wells and 100% = reference compound wells
# BH1578 lux ind: inducers of Vibrio cholerae quorum light production without autoinducers | 350,000 compounds, 0.16% hits | activation, % at 18.7 µM | V. cholerae BH1578 lux reporter, luminescence, 6 h | AID 588436; in the data active means activation mostly above about 9.7%, no sharp cut-off; inconclusive means no clear call, values can overlap the other calls; inactive means mostly below about 3.7%; further: not every result past the cut was called active; inactives centre near 0; reference of the scale not given here
# PfHsp40 rescue: compounds rescuing yeast from Plasmodium falciparum HSP40 toxicity; S. cerevisiae expressing PfHsp40, growth rescue, ATP luminescence; growth rescue, % at 12.5 µM; 340,000 compounds, 0.68% hits; AID 504582; in the data active means growth rescue above about 28%, passing the limit was not always enough; inconclusive means no clear call, values can overlap the other calls;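 further: yeast W303a lacking pdr1 and pdr3 grown in galactose medium; growth measured after three days at 30 °C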
# Y pestis TopoI: blocks Yersinia pestis topoisomerase I activity; activity, % at 10 µM; 360,000 compounds, 0.064% hits; Y. pestis Topo-I cleavage product accumulation, plate reader; in the data active means activity above about 50%, passing the limit was not always enough; inconclusive means no clear call, values can overlap the other calls; further: inactives centre near 2
# 3CLpro inhibitor: SARS-CoV 3CLpro protease inhibition | inhibition, % at 6 µM | P0C6X7 | recombinant SARS-CoV 3CLpro, quenched FRET peptide cleavage | AID 1706 | 290,000 compounds, 0.14% hits; in the data active means inhibition above about 12%
# Anthrax LF inh2: anthrax lethal factor protease inhibition. inhibition, % at 10 µM. multiplex microsphere protease cleavage assay, LF. 360,000 compounds, 0.12% hits. AID 588501. P15917; further: plate controls were buffer without enzyme for full effect and enzyme alone for no effect
# BoNT A protease: BoNT A light chain protease inhibition; multiplex microsphere protease substrate cleavage, flow cytometry; inhibition, % at 10 µM; 360,000 compounds, 0.17% hits; further: plate controls were buffer without enzyme for full effect and enzyme alone for no effect
# PriA SSB inh: inhibitors of Klebsiella pneumoniae PriA binding to SSB C-terminal tail | AlphaScreen SSBct-PriA binding, biotinylated peptide | inhibition, % at 33 µM | 430,000 compounds, 0.6% hits; in the data active means inhibition mostly above about 37%, no sharp cut-off; inactive means mostly below about 20%;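 further: plate controls were negative control peptide for no effect and reference peptide for full effect; strong numbers were not always called active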
# TcdB inh: TcdB glycohydrolase inhibition; TcdB glycohydrolase enzymatic assay, plate reader; inhibition, % at 9.99 µM; 350,000 compounds, 0.24% hits; in the data active means inhibition above about 10%
# Target sequence (P18177 whole entry, looked up): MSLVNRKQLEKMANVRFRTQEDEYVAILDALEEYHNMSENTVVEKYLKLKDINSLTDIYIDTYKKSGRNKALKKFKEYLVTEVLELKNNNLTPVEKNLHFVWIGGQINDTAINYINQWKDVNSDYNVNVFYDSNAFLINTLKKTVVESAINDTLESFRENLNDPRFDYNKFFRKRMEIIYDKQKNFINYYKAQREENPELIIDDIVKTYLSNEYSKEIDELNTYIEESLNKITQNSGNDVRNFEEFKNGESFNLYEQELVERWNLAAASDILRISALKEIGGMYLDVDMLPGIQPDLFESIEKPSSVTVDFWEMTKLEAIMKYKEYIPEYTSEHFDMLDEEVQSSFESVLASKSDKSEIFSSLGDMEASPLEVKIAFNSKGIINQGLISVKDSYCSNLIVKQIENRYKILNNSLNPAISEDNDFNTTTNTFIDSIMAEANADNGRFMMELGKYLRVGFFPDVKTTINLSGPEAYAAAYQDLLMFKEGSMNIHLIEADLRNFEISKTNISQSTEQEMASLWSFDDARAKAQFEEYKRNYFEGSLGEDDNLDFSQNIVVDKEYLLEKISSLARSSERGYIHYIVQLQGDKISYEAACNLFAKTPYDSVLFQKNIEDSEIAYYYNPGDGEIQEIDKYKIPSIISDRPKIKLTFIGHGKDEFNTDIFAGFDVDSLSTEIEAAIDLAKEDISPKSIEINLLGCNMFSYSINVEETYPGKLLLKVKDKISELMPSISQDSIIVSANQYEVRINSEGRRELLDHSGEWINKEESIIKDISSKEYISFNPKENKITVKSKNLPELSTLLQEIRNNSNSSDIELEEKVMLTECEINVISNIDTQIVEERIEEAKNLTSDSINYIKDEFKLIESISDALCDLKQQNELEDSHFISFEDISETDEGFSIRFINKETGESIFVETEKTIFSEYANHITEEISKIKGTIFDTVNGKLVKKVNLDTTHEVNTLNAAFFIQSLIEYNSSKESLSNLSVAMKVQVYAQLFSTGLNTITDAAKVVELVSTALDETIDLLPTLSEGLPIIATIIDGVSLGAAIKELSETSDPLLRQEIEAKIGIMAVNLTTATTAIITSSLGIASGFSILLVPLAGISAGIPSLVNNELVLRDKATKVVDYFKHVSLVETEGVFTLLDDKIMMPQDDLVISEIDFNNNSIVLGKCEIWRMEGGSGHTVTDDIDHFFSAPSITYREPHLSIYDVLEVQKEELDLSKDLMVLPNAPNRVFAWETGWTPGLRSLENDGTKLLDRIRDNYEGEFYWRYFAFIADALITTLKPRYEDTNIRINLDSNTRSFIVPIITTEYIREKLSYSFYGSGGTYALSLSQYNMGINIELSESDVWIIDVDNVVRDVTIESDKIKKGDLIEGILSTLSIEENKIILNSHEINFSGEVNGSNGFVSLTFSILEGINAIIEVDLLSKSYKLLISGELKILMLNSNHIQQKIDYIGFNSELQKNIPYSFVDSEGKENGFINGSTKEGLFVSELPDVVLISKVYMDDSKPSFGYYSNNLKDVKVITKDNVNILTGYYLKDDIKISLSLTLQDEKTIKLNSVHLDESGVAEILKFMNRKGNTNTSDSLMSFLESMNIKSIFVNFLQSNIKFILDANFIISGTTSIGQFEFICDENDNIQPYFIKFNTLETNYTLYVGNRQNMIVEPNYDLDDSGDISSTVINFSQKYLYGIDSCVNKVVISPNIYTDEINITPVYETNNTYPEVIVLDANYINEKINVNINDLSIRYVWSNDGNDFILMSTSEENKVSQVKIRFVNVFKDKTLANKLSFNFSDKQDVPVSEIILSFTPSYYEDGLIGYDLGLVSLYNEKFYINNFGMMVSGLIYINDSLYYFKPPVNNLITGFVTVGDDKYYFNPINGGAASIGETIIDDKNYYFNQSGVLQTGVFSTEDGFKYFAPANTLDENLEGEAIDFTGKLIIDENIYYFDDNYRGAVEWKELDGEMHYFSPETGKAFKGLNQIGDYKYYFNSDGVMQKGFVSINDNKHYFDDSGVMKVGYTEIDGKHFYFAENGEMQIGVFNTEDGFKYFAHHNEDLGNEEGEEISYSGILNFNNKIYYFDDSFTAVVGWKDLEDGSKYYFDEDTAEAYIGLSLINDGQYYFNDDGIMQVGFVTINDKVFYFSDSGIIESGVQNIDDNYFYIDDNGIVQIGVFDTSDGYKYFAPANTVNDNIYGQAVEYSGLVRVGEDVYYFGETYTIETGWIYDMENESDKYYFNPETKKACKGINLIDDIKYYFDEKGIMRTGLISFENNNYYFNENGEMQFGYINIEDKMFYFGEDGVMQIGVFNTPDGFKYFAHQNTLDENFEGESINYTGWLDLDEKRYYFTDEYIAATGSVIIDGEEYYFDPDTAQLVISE
# Numbers without * were called inactive; i = inactive; ? = inconclusive; nt = not tested or not shown; + = active, no number. Unless noted, no stated cut-off is given here; in the data, active means inhibition above about 30%; inconclusive means no clear call, values can overlap the other calls; inactive means below that.
SMILES,PrPC surface inh,BH1578 lux ind,PfHsp40 rescue,Y pestis TopoI,3CLpro inhibitor,Anthrax LF inh2,BoNT A protease,PriA SSB inh,TcdB inh
CCCCN1Cc2c(nc3cc(-c4ccccc4)[nH]n3c2=O)C1=O,0,-0.3,0.3,1,-1,-2,0.6,-4,0.3
Cc1cc(C(=O)Cn2cnc3cc([N+](=O)[O-])ccc3c2=O)c(C)n1CC1CCCO1 (stereo not given),-45,-0.1,0.1,6,3,-4,-0.9,11,-1.9
Cc1cc(Cl)c(OCCOCCN2CCCCC2)c(Br)c1,-3,-0.1,0.5,11,-3,-4,0.6,-14,0.8
CCN(C(=O)COC(=O)c1ccc(O)cc1O)c1c(N)n(Cc2ccccc2)c(=O)[nH]c1=O,2,i,-0.2,4,nt,-2,3.6,0,1.8
CC(C)c1ccc(C(=O)OCC(=O)NC2CCCC2)cc1,-1,+,-0.4,20,-1,-5,-2.4,-7,-0.9
CCOC(CNC(=O)c1ccc(CNC(=O)c2ccc(OC)c(OC)c2)cc1)OCC,4,-2.4,-2.1,-8,1,4,0.1,8,-0.4
O=C(Nc1ccc2c(c1)ncn2-c1ccccc1)c1ccco1,1,-0.4,0.3,10,-1,-6,0.1,8,nt
CC(C)n1nc(CC(=O)O)c2ccccc2c1=O,4,-0.1,0.3,-2,-4,-8,-0.4,-1,-2.4
O=C(OCc1ccccc1Cl)c1ccccc1C(=O)c1ccccc1,-2,i,0.4,-1,-4,-4,0.9,-88,nt
Fc1cccc(CCNCc2ccccn2)c1,-1,2.6,-1.8,-3,1,-3,-1.4,1,nt
CC1(C)Cc2cccc(OCC(=O)OCC(=O)NCc3ccc(F)cc3)c2O1,1,-5.0,0.2,2,nt,4,4.0,-2,0.5
O=C(NC(=S)Nc1ccccc1C(=O)O)c1cncc(Br)c1,-4,-0.4,0.6,2,-2,2,-3.6,-8,1.4
COc1ccc(N(C)S(=O)(=O)c2ccc3c(c2)CC(C)N3C(=O)C2CC2)c(OC)c1 (stereo not given),6,-0.4,2.2,26,-3,1,0.5,-12,0.5
O=C(NCc1ccco1)c1ccc2snnc2c1,2,nt,-0.9,7,0,-4,-0.2,-12,nt
Cc1ccc(C(=O)O)cc1NC(=O)Nc1ccc2c(c1)OCO2,7,-0.4,0.2,-8,5,1,0.2,-1,-1.2
CN1CCN(c2ccc(NC(=S)NC(=O)/C=C/c3ccco3)cc2)CC1,-22,-0.3,-0.7,-20,-1,-5,2.4,5,-1.6
Cc1ccccc1OCCC(=O)OCC(=O)N1c2ccccc2NC(=O)C1(C)C,-4,i,-1.7,8,nt,0,?,-10,1.2
CCOC(=O)C1=C(O)/C(=C/c2ccc(-c3ccccc3C(=O)O)o2)SC1=Nc1ccc(C)cc1,0,i,1.4,31,nt,-2,9.7,1,1.0
C=CCc1cccc2cc(C(=O)N3CCN(C(=O)OCC)CC3)c(=O)oc12,1,i,-0.3,6,7,-5,?,-9,nt
COc1ccc(NC(=O)c2cccc(NC(=O)c3ccccc3)c2)c(OC)c1,2,i,1.8,14,2,-7,-3.0,-10,0.4

# 3 entries already listed, sorted by length of the SMILES, falling.
SMILES,PrPC surface inh,BH1578 lux ind,PfHsp40 rescue,Y pestis TopoI,3CLpro inhibitor,Anthrax LF inh2,BoNT A protease,PriA SSB inh,TcdB inh
C=CCc1cccc2cc(C(=O)N3CCN(C(=O)OCC)CC3)c(=O)oc12,1,i,-0.3,6,7,-5,?,-9,nt
COc1ccc(NC(=O)c2cccc(NC(=O)c3ccccc3)c2)c(OC)c1,2,i,1.8,14,2,-7,-3.0,-10,0.4
O=C(NCc1ccco1)c1ccc2snnc2c1,2,nt,-0.9,7,0,-4,-0.2,-12,nt

# Further structures:
SMILES,PrPC surface inh,BH1578 lux ind,PfHsp40 rescue,Y pestis TopoI,3CLpro inhibitor,Anthrax LF inh2,BoNT A protease,PriA SSB inh,TcdB inh
COc1cccc(C2CC(=O)NC3=C2C(=O)CCC3)c1 (stereo not given),7,i,-2.0,-7,3,-1,0.1,-4,nt
C(=C\c1ccccc1)/C=N/Nc1nc2ccccc2s1,4,-1.7,4.3,3,-3,2,-0.7,nt,nt
COc1ccc(NC(=O)N2CCCC2C(=O)Nc2ccc(C)cc2)cc1 (stereo not given),-4,-0.2,0.5,1,2,-5,-0.9,-20,nt
CCNC(=O)c1c(O)c2ccccc2[nH]c1=O,-17,1.4,0.8,1,1,-4,2.5,0,nt
CCC(=O)N1CCCc2cc(S(=O)(=O)N3CCN(C4CCCCC4)CC3)ccc21,6,nt,0.0,11,nt,-2,1.4,-10,nt
Cc1cccc(NC(=O)c2ncn3c2C(=O)N(C)CC3)c1,7,-0.5,nt,-3,nt,-1,-0.4,nt,-2.7
Cc1ccc(-n2c(O)c(/C=C3/C(c4ccccc4)=Nc4ccccc43)c(=O)[nH]c2=O)cc1,13,-0.3,-0.5,4,0,1,-0.1,nt,nt
CCOc1ccc(-n2c(SCC(=O)Nc3ccc(C(=O)O)cc3)nc3ccccc3c2=O)cc1,-2,-0.5,nt,-7,2,12,1.4,2,-1.0
COc1cc(-c2nnc(NC(=O)CS(=O)(=O)c3ccc(F)cc3)o2)cc(OC)c1OC,1,i,-1.5,2,nt,-4,-7.4,31,0.6
Cc1cc(NC(=O)COC(=O)c2n[nH]c3ccccc23)no1,-5,i,1.9,4,-3,4,-0.8,-14,nt
COc1ccc(/C(N)=N/OC(=O)CC2CCCCC2)cc1OC,0,i,1.3,18,3,-3,0.0,nt,-0.2
CN(C)c1ccc(NS(=O)(=O)c2cc3c4c(c2)CC(=O)N4CCC3)cc1,-8,-0.2,1.1,12,0,-4,2.4,1,0.9
CC(Sc1ccccc1F)C(=O)Nc1cccc(S(=O)(=O)N2CCOCC2)c1 (stereo not given),1,-2.6,-0.7,-8,nt,-5,0.4,-16,0.3
CCn1c(SCC(=O)NCc2cccs2)nnc1-c1cccs1,-1,-0.5,-1.3,-5,-1,-1,-1.9,-9,2.2
COCc1c(C(=O)OC)nnn1-c1ccc(C(F)(F)F)cc1[N+](=O)[O-],-9,i,0.8,1,-3,-1,-0.6,1,0.2
Cc1ccc(CN(C)Cc2cc(=O)oc3cc(C)c(Cl)cc23)cc1,-2,-0.2,0.4,-1,-4,-10,-2.7,-8,-0.3
CCCCNC(=O)C1(C)CCN1C(=O)c1ccccc1Br (stereo not given),3,i,nt,6,nt,-4,-0.1,nt,-0.1
c1ccc(CSc2snnc2-c2ccccc2)cc1,3,-0.1,7.4,6,2,?,?,-76,nt
COc1ccc(CCN(C)Cc2ccncc2)cc1OC,nt,-0.9,0.9,7,-1,-4,-0.1,-8,-0.1
Nc1cc(C(=O)c2cccs2)ccc1Cl,-10,i,1.5,-4,-4,0,0.6,-3,nt
Cn1c(N/N=C/c2cc3ccccc3nc2Cl)nc2ccccc21,-16,-0.4,-1.2,14,-1,0,1.7,nt,nt
CC(NC(=O)Nc1ccc(F)cc1F)c1ccc2c(c1)OCO2 (stereo not given),7,i,-0.5,4,-3,-1,0.7,-4,0.4
CCOc1ccccc1NC(=O)CSc1nnnn1-c1ccccc1,4,i,-0.9,12,3,0,0.3,-30,nt
COc1ccc(/C=C/C(=O)O)cc1S(=O)(=O)Nc1ccc2c(c1)OCO2,5,-0.2,0.6,4,1,0,1.3,-14,0.2
Cc1ccc(NC(=S)N2CCN(S(C)(=O)=O)CC2)cc1Cl,12,-0.7,-1.6,8,2,1,-1.4,-8,-4.3
COc1ccc(-n2c(SCC(=O)Nc3cccc(C(=O)O)c3)nnc2-c2ccco2)cc1,-4,i,0.1,3,-2,-2,1.9,5,1.6
CC(C)CC(=O)Nc1nnc(CCc2ccccc2)s1,5,-1.2,-1.8,3,0,-4,-0.7,-19,1.0
O=C(NNC(=O)c1cccc2ccccc12)c1cccc(Cl)c1,-13,i,1.3,0,nt,-1,-0.1,-12,0.8
CCN(CC(=O)NCc1cccs1)CC(=O)Nc1ccc(C(N)=O)cc1,-1,i,-0.3,8,nt,nt,nt,-1,1.0
O=C(Cn1c(-c2ccccc2)c[n+]2ccsc12)c1ccc([N+](=O)[O-])cc1,-34,i,3.8,-15,3,0,1.6,11,-0.1
Oc1ccccc1CN1CCCC(N2CCc3ccccc3C2)C1 (stereo not given),-3,i,3.4,7,1,15,1.5,-2,0.8
COc1cccc(/C=C/C(=O)OCC(=O)Nc2ccc(Cl)cn2)c1,nt,i,-0.9,1,1,-3,0.2,nt,nt
C/C(=N\NC(=O)c1nnn(-c2nonc2N)c1CSc1ccc(C)cc1)c1cccnc1,-3,i,nt,3,nt,-1,0.2,nt,2.6
O=C(COc1cccc2c1CCN(Cc1ccc(Cl)cc1)C2=O)N1CCOCC1,-2,i,0.4,6,5,0,-1.4,-6,0.0
CCc1cccc(CC)c1C(OC(C)=O)c1cccnc1 (stereo not given),-25,0.6,0.1,-6,nt,-7,0.4,-11,0.6
COc1ccc(C(=O)n2nc(C)c(Br)c2C)cc1,9,i,-0.4,7,3,2,0.0,-19,nt
CC(=O)N1CCN(Cc2nc3cc(NC(=O)COc4cccc(C)c4)ccc3n2C)CC1,10,-1.6,-1.5,12,-5,-5,-2.6,4,0.9
COc1ccc(C(=O)NC2CCCc3c2cnn3-c2ccc(C)c(C)c2)c(OC)c1OC (stereo not given),-7,i,0.2,24,4,0,-1.4,-5,1.7
O=C(Nc1ccccc1F)c1cc(S(=O)(=O)N2CCOCC2)cs1,1,1.5,-0.9,6,-6,-7,2.2,-2,-0.3
CC(NC(=O)C1CCN(C(=O)Nc2ccccc2)CC1)c1ccc(Cl)cc1 (stereo not given),-1,i,0.4,9,nt,-6,-2.0,2,0.9
O=C(COc1ccccc1)NC(NC(=S)Nc1ccccc1C(=O)O)C(Cl)(Cl)Cl (stereo not given),8,-1.8,-0.8,3,7,-1,-0.5,-4,nt
Cc1nnc(SCC(=O)N(CC(C)C)C2CCS(=O)(=O)C2)n1N (stereo not given),8,-0.2,-0.8,-2,nt,4,-1.4,-4,0.8
O=C(CCCN1C(=O)NC2(CCCC2)C1=O)Nc1ccc(Cl)c(S(=O)(=O)N2CCOCC2)c1,-3,-0.4,-0.6,3,nt,-1,1.3,5,1.6
Cc1cccc(C2CC(c3ccccc3)Nc3nc(N)nn32)c1 (stereo not given),4,0.1,48*,11,-4,3,-0.3,4,2.6
CCN(CC)c1nc2ccccc2nc1C(C#N)C(=O)NCCc1ccccc1 (stereo not given),2,nt,-1.5,-12,5,6,2.0,-39,nt
O=C(COC(=O)c1cccnc1)Nc1cccc(Cl)c1,7,0.7,-0.6,-8,-1,-1,0.1,-6,nt
CN1CCN(C(=O)C23CCC(C)(c4nc5ccccc5nc42)C3(C)C)CC1 (stereo not given),-5,nt,-0.9,2,2,-1,2.1,-9,nt
COC(=O)/C=C/c1cccc([C@H]2[C@@H]3C=CC[C@@H](C)[C@@H]3C(=O)N2Cc2ccccc2)c1,-7,3.1,5.0,35,nt,-1,-0.3,2,1.3
CCCN1CCC(NC(=O)CCc2nnc(Cc3cc(OC)ccc3OC)o2)CC1,-5,-2.1,-1.5,2,1,1,-0.7,-10,1.2
CC(Oc1cc2oc(=O)c3c(c2cc1Cl)CCC3)C(=O)NCc1ccncc1 (stereo not given),2,-0.8,-1.7,1,3,1,2.1,-11,0.3

# New compounds follow
SMILES,PrPC surface inh,BH1578 lux ind,PfHsp40 rescue,Y pestis TopoI,3CLpro inhibitor,Anthrax LF inh2,BoNT A protease,PriA SSB inh,TcdB inh
CCOC(=O)CCC(=O)N1CCOCCOCCOCC1,0,1.8,-0.9,5,4,-1,-0.2,3,nt
C(=N/Nc1nc(-c2ccccc2)cc(-c2ccccc2)n1)/c1cccnc1,3,-0.4,2.4,25,-3,-2,-0.7,nt,-0.5
COCCN1CC(CNC(=O)c2cc(COc3ccc(C)c(C)c3)on2)CC1=O (stereo not given),0,i,0.9,8,2,-1,0.2,-6,0.7
O=C(Cn1c(SCc2ccccc2)nc2ccccc21)N1CCOCC1,6,i,1.0,-1,-2,3,0.6,0,nt

# These rows are one share of the data. The share of hits here may be higher or lower than overall.
